Assay outcomes deposited in PubChem BioAssay by The Scripps Research Institute Molecular Screening Center.
TbREL1 primary: TbREL1 inhibition, primary screen. P86926. TbREL1 RNA ligation, FRET fluorescence. inhibition, % at 9.66 µM. hit rate 0.49% among 89,000. AID 1117264;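 active = inhibition above the mean inhibition across all screened compounds plus 3 SD, cut at about 11% in these data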;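 note: 0% = plate median of test wells and 100% = NSC42067 control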
Target sequence (P86926 whole entry, looked up): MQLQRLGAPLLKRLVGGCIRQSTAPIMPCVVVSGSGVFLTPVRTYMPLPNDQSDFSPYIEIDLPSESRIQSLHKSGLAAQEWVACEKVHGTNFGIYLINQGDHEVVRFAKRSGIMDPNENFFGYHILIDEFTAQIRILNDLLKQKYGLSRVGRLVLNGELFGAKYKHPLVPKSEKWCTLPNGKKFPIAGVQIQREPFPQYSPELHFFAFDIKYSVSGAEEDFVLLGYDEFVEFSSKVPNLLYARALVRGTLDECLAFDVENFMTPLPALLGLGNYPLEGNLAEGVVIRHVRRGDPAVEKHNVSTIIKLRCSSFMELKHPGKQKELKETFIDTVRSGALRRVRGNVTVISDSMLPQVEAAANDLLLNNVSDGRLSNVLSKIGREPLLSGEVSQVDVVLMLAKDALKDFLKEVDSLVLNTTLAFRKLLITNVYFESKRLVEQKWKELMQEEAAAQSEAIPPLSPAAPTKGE
The depositor's hits bear a star. Some of the compounds tested, so the mix of outcomes need not match the whole.

SMILES	TbREL1 primary
CC(C)[C@H](NC(=O)[C@@H]1Cc2ccccc2CN1)C(=O)Nc1ccc2c(c1)OCO2	4
Cc1cc(C(N)=O)c2cc(Br)ccc2n1	2
Cc1c(NC(=S)NNC(=O)CCC(=O)O)c(=O)n(-c2ccccc2)n1C	-1
O=C(NCc1ccco1)C1CCN(S(=O)(=O)N2CCC3(CC2)OCCO3)CC1	-2
CC1CN(C(=O)/C=C/c2cccc([N+](=O)[O-])c2)CC(C)O1 (stereo unspecified)	0
Cc1cc(=O)oc2c(CN3CCOCC3)c(O)ccc12	0
CC(C)[C@H](NC(=O)c1ccccc1)C(=O)OCC(=O)c1ccc2c(c1)NC(=O)CO2	0
COc1ccccc1-c1cc(C(=O)Nc2cc(C)n(Cc3ccc(Cl)cc3)n2)no1	1
CC(=O)NC(CC(=O)OCC(=O)N1c2ccccc2NC(=O)C1(C)C)c1ccccc1 (stereo unspecified)	2
COc1ccc(S(=O)(=O)NC2CCSc3ccccc32)cc1OC (stereo unspecified)	-1
CN1CCN(NC(=O)c2cc([N+](=O)[O-])cc([N+](=O)[O-])c2)CC1	-1
CCCCN1C(=O)c2ccc(C(=O)NCc3ccco3)cc2C1=O	0
CN(C(=O)c1ccccc1Cl)c1ccccc1C(=O)NCCc1ccccc1	0
CCC(C)NC(=O)C(=O)NCc1ccccn1 (stereo unspecified)	9
Cc1cccc(NC(=O)c2cc3cc([N+](=O)[O-])ccc3s2)n1	8
O=C(O)c1cccc(Sc2cc(Cl)ccc2C(=O)O)c1	6
COc1ccc(S(=O)(=O)N2CCC(c3nc4ccccc4[nH]3)CC2)cc1	3
O=C(CSc1nc2ccc([N+](=O)[O-])cc2[nH]1)c1ccc(Cl)cc1	7
CCCCCCCCN1C(=O)[C@H](CC(=O)NCc2cccs2)C[C@@]2(C(=O)OC)CC(C)(C)CC=C12	0
O=C(CSc1n[nH]c(-c2ccncc2)n1)Nc1ccc(Cl)c(Cl)c1	0
O=C1C2C(C(=O)N1Cc1ccco1)C1C=CC2C12CC2 (stereo unspecified)	-2
C/C(=N\O)c1ccc2[nH]ccc2c1	1
Cc1noc(C)c1COC(=O)Cc1ccc(Cl)c(Cl)c1	0
CC(C)c1nc2cc(Cl)ccc2n(Cc2ccccc2)c1=O	3
CCC(C)[C@H](NC(=O)NCc1ccc(F)cc1)C(=O)O (stereo partly specified)	3
NC(=O)C1(C(N)=O)OC1c1ccccc1 (stereo unspecified)	0
Cc1cc(C(=O)OCC(=O)NNC(=O)c2cccs2)ccc1[N+](=O)[O-]	-1
CN(c1cccnc1)c1ccc(NC(=O)CCc2c[nH]c3ccccc23)cc1Br	1
NC(=O)c1ccc(NC(=O)c2ccc(CN3CCOCC3)cc2)cc1	6
CCCCC1CCCC12NC(=O)NC2=O (stereo unspecified)	8

4 entries from above in a different format:
> O=C1C2C(C(=O)N1Cc1ccco1)C1C=CC2C12CC2 (stereo unspecified)
  TbREL1 primary: -2
> NC(=O)C1(C(N)=O)OC1c1ccccc1 (stereo unspecified)
  TbREL1 primary: 0
> O=C(CSc1nc2ccc([N+](=O)[O-])cc2[nH]1)c1ccc(Cl)cc1
  TbREL1 primary: 7
> NC(=O)c1ccc(NC(=O)c2ccc(CN3CCOCC3)cc2)cc1
  TbREL1 primary: 6

(more compounds)
SMILES	TbREL1 primary
C(=N\c1nccs1)/c1c[nH]c2ccccc12	-1
COc1ccc(/C=C/C(=O)NC(=S)NNC(=O)c2ccco2)cc1OC	-11
Cn1c(/C=C/c2ccccc2)nc2ccccc21	1
O=C1COc2ccc(C(=O)CSc3ccccc3C(=O)O)cc2N1	-3
COC(=O)C1=C(N)OC2=C(C(=O)CC(C)(C)C2)C1c1ccoc1 (stereo unspecified)	-1
Cn1c(=O)oc2cc(S(=O)(=O)Nc3ccccc3)ccc21	4
CCc1cc2c(=O)c(-c3cscn3)coc2c(CN(C)C)c1O	-1
CN(C1=C(N2CCOCC2)C(=O)c2ccccc2C1=O)c1ccccc1	0
CC1(C)CC(=O)C2=C(C1)N(c1cccc(O)c1)C1=C(C2)C(=O)CC(C)(C)C1	6
O=C1CCC(=O)N1c1ccc(NCCc2cccc(F)c2)c([N+](=O)[O-])c1	4
COc1ccccc1NC(=O)COC(=O)COc1cccc2c1OC(C)(C)C2	5
CSCCC(NC(=O)c1ccccc1Cl)C(=O)N1CCN(C(c2ccccc2)c2ccccc2)CC1 (stereo unspecified)	1
CCOC(=O)[C@]12CCCC=C1N(CCCOC)C(=O)[C@@H]2CC(=O)NCC12CC3CC(CC(C3)C1)C2	-2
C#CCOCCOCCOCCNc1nc(N2CCN(C(=O)[C@H]([C@@H](C)CC)n3cc([C@@H](N)CO)nn3)CC2)nc(N2CCN(C(=O)[C@H](Cc3ccc(O)cc3)n3cc([C@@H](N)CC(C)C)nn3)CC2)n1	10
O=C1c2cccc(Cl)c2C(=O)c2c1cccc2N1CCCC1	8
CCc1cc2c(=O)c(-c3nc4ccccc4n3C)c(C(C)C)oc2c(CN2CCN(C)CC2)c1O	-4
CN(C)c1ncnc2sc(-c3ccccc3)cc12	1
COC(=O)C[C@@H]1C[C@@H]2c3cc(NS(=O)(=O)c4ccc(F)cc4)ccc3O[C@@H]2[C@@H](CO)O1	-2
COc1ccc(NC(C)=O)cc1NC(=O)C1CCN(C(=O)Nc2ccccc2)CC1	0
COc1ccc(C(CNC(=O)c2cccc(Br)c2)N2CCCC2)cc1 (stereo unspecified)	0
CCc1nc(N)c(C#N)c(-c2cccnc2)c1C	2
CC1CCCCC1NC(=O)CSc1nnc(CC(=O)Nc2ccccc2F)n1C (stereo unspecified)	1
Cc1ccc(S(=O)(=O)/N=C2/NC(=O)/C(=C/c3cccnc3)S2)cc1	1
CCC1SC(CC)C(=O)N(CC(=O)NCCc2ccccc2)C1=O (stereo unspecified)	-3
CCCCn1c(N)c(N(CC(C)C)C(=O)COC(=O)c2ccccc2NCCO)c(=O)[nH]c1=O	-5
CC1CCCC(NC(=O)NC(=O)COC(=O)C2=NN(c3ccccc3)C(=O)CC2)C1C (stereo unspecified)	-1
CC(Oc1ccc(Br)cc1)C(=O)NCC(c1cccs1)N1CCOCC1 (stereo unspecified)	0
O=C(Nc1ccc(Cl)cc1)N1CCN(c2ccccc2)CC1	0
CC1O[C@@H](O[C@H](C)CC/C=C/C(=O)O)C(O)C[C@H]1O (stereo partly specified)	0
CCCCC(c1nnnn1Cc1ccco1)N1CCN(c2nc3ccccc3s2)CC1 (stereo unspecified)	-1

Some of the entries so far, with values ahead of the structure.
TbREL1 primary	Compound
3	COc1ccc(S(=O)(=O)N2CCC(c3nc4ccccc4[nH]3)CC2)cc1
2	CCc1nc(N)c(C#N)c(-c2cccnc2)c1C
5	COc1ccccc1NC(=O)COC(=O)COc1cccc2c1OC(C)(C)C2
9	CCC(C)NC(=O)C(=O)NCc1ccccn1 (stereo unspecified)

(more compounds)
SMILES	TbREL1 primary
O=C(c1ccc(F)cc1)n1c(=S)nc2ccccn21	-2
Cc1ccc(NC(=O)COc2ncnc3sccc23)cc1S(=O)(=O)N(C)C	-1
COc1cc(NC(=O)C2CCCN(S(=O)(=O)c3ccc(C(C)(C)C)cc3)C2)cc(OC)c1 (stereo unspecified)	6
C=CCOC(Cn1ccnc1)c1ccc(Cl)cc1Cl (stereo unspecified)	2
Cc1ccc2c(c1)N(CCC(=O)NC1CC1)C(=O)C(C)O2 (stereo unspecified)	5
CC(C)(C)c1ccc2c(c1)N(CC(=O)O)C(=O)CO2	2
O=C(NCc1ccc(OC(F)(F)F)cc1)C1CC(c2ccccc2[N+](=O)[O-])=NO1 (stereo unspecified)	2
N=C1c2ccccc2CN1c1ccc(S(=O)(=O)N2CCCCC2)cc1	2
CC(OC(=O)CCN=C1NS(=O)(=O)c2ccccc21)C(=O)Nc1ccc(N(C)C)cc1 (stereo unspecified)	-1
CC(=O)C[C@H](O)CC(=O)[C@H]1OC(=O)[C@H](C)CCCCc2ccccc21	-2
Cc1ccccc1Nc1nnc(SCC(=O)c2c(N)n(C3CC3)c(=O)[nH]c2=O)s1	0
CC(=O)Nc1ccc(S(=O)(=O)N(C)CC(=O)OCC(=O)NCc2ccco2)cc1	-1
CCN(CC(=O)Nc1c(F)cccc1F)C(=O)CN1C(=O)c2ccccc2C1=O	4
CC(C)c1ccc(/C=N/NC(=O)c2ccccn2)cc1	3
O=C(NNC(=O)c1cc(Cl)nc2ccccc12)c1ccccc1F	4
O=C(NCC1CCCO1)/C(=C\c1ccccc1F)NC(=O)c1ccccc1 (stereo unspecified)	5
Cc1ccc(NC(=O)CS(=O)CC(=O)N2CCN(c3ccccc3)CC2)cc1 (stereo unspecified)	-4
N#CCC(=O)Nc1ncn(Cc2ccccc2Cl)n1	-1
Cc1cccc(S(=O)(=O)Nc2cccc(-c3cn4ccsc4n3)c2)c1	0
CNC[C@@H]1Oc2cc(Br)ccc2S(=O)(=O)N([C@@H](C)CO)C[C@H]1C	-2
Cc1nnc(SCc2nc3ccccc3[nH]2)s1	1
COc1ccc(CNn2c(-c3cccs3)nc3ccccc3c2=O)cc1OC	0
COc1ccc(C(=O)CSc2nc(C(C)(C)C)nc3ccccc23)cc1	0
O=C(COc1ccc(Cl)cc1Cl)N1CCN(c2ccccn2)CC1	0
C=C(C)Cn1c(N2CCN(CC)CC2)nc2c1c(=O)[nH]c(=O)n2C	0
Cc1ccc(NC(=O)CCC(=O)c2cccs2)cc1	0
Cc1ccc(Sc2ccc(CN3CCCCC3)cc2[N+](=O)[O-])cc1	0
O=C(COc1ccc([N+](=O)[O-])cc1)NNC(=O)c1cccnc1	-1
COCCN1C(=O)c2ccccc2C1c1nnnn1Cc1ccccc1 (stereo unspecified)	-2
O=C(NCC1CCCCC1)C1CCCN(C(=O)NC2CCCCC2)C1 (stereo unspecified)	-3
CCN(Cc1ccccc1)C(=O)c1cc2c(=O)oc3ccc(C)cc3c2s1	3
Cn1c[n+](C)cc1-c1ccc(/C(N)=N/O)cc1	2
O=C(Nc1cc2c(cc1C(=O)O)OCCCO2)c1ccc(F)cc1F	-4
Cc1ccc(S(=O)(=O)N2CCOCC2)cc1C(=O)Nc1ccc2c(c1)OCCO2	-1
CC(C)CN(C(=O)Cn1c(C(F)(F)F)nc2ccccc21)C1CCS(=O)(=O)C1 (stereo unspecified)	2
O=C1CC(SC2=NCCS2)C(=O)N1c1cccc(Cl)c1Cl (stereo unspecified)	-6
COc1ccc(OCc2cc(C(=O)N[C@H]3CCCCNC3=O)no2)c(Cl)c1	-1
CCN(CC)C1CCN(C(=O)c2ccc(OC3CCN(CCc4ccccc4)CC3)cc2)C1 (stereo unspecified)	-3
O=S(=O)(/N=C(/c1ccccc1)N1CCCCC1)c1ccccc1	-2
C[C@@H](NC(=O)c1nc[nH]c1C(=O)NCC(=O)OC(C)(C)C)c1ccccc1	1
CC1CCCN(S(=O)(=O)c2coc(C(N)=O)c2)C1 (stereo unspecified)	1
COc1ccc(CCNC(=O)c2ccc3c(=O)n4c(nc3c2)CCC4)cc1OC	1
COCCCN(CC(=O)O)S(=O)(=O)c1cccc(Cl)c1	0
C=C(C)CN(CC)C(=O)CN1C(=O)NC2(CCCc3ccccc32)C1=O (stereo unspecified)	2
CC(NC(=O)Nc1ncccn1)(C(F)(F)F)C(F)(F)F	0
O=C(NC1CC1)C1CCCN(C(=O)NC2CCCCC2)C1 (stereo unspecified)	2
O=C1C2C3C=CC(C2C(=O)N1c1ccc(O)cc1)C1C2C(=O)N(c4ccc(O)cc4)C(=O)C2C31 (stereo unspecified)	-4
COc1ccccc1C(=O)OCc1cc(=O)n2ccsc2n1	-1
C[C@H](CO)N1C[C@H](C)[C@@H](CN(C)S(C)(=O)=O)Oc2ccc(NC(=O)Nc3ccc4c(c3)OCO4)cc2C1=O	-1
Cc1ccccc1S(=O)(=O)N1C[C@H]2[C@H]3C(=O)N(C4CCCCC4)C(=O)[C@H]3CC(=O)[C@H]2[C@@H]1c1ccc(Cl)cc1	-1
CC(=O)NCC1CCCN(C(=O)c2ccc(OC3CCN(Cc4ccccn4)CC3)cc2)C1 (stereo unspecified)	2
Cc1cc(NC(=O)CSc2ccc3nnc(-c4ccccn4)n3n2)no1	3
CCC(C)c1ccc(O)c(NC(=S)NC(=O)c2cccnc2)c1 (stereo unspecified)	-7
CC1C/C(=N\NC(=O)CCc2ccc(S(=O)(=O)N3CCOCC3)cc2)CC(C)(C)C1 (stereo unspecified)	0
COc1ccccc1NC(=O)Cn1c(=O)n2nc(C)nc2c2ccccc21	0
COC(=O)c1cc(NC(=O)c2c(-c3c(Cl)cccc3Cl)noc2C)ccc1N1CCOCC1	-3
COC(=O)C1=C(C(=O)OC)SC2(S1)C(C(=O)OC)=C(C(=O)OC)SC1=C2c2cc(C)ccc2NC1(C)C	-3
CCCOc1ccc(-c2nnn(CC(=O)N3CCCC(C)C3)n2)cc1 (stereo unspecified)	-2

Rewritten with bars between the fields: part of the list above
structure | TbREL1 primary
COc1ccccc1NC(=O)Cn1c(=O)n2nc(C)nc2c2ccccc21 | 0
COC(=O)c1cc(NC(=O)c2c(-c3c(Cl)cccc3Cl)noc2C)ccc1N1CCOCC1 | -3
